hERG WT inh: qHTS for Inhibitors of KCHN2 3.1: Wildtype qHTS. Voltage-gated inwardly rectifying potassium channel KCNH2 (Homo sapiens), Q12809. U2OS, BacMam KCNH2, thallium flux FluxOr; hits give low values. activity change, % at 1.84 µM. 340,000 tested, 0.37% active;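 active = maximum activity change below -70%; inconclusive = maximum activity change between -70% and -50%; inactive = maximum activity change above -50%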; note: % is set by controls: 0 for no effect and ±100 for the full control effect
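U2OS cells transduced with wild-type KCNH2 virus are loaded with FluxOr dye for 45 min, and thallium flux is measured in kinetic reads before and after stimulation buffer. Rate constants are normalized to DMSO controls.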
MLL CXXC-DNA inh: qHTS Fluorescence Polarization Assay for Inhibitors of MLL CXXC domain - DNA interaction; MLL-CXXC / FITC-HOXA9 DNA fluorescence polarization; Potency, µM (doses to about 115 µM), for inactives: top-dose activity change, negative = inhibition, most hits filed as inhibitors; 290,000 tested, 0.037% active; AID 2662, 2010; active = well fitted inhibition curve with a large enough effect in the polarisation, with a control signal flat, not every such curve was filed as active; inconclusive = small, poorly fitted or top-dose-only effect, or effect the other way, or a change in a side signal; inactive = no such curve, though single readings can be large or run the other way; the % refers to the polarisation; note: potency is the fitted concentration of half-maximal effect
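Steps: dispense CXXC domain solution (7 uM) → pin compounds or unlabeled HOX-A9 DNA control → 5 min ambient → add FLSN-HOX-A9 solution (50 nM) → spin → 30 min ambient → fluorescence polarization. Tris pH 7.5/NaCl/DTT/BSA buffer.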
MBNL1-CUG inh: qHTS Assay for Inhibitors of MBNL1-poly(CUG) RNA binding; Muscleblind-like protein 1 (Homo sapiens), Q9NR56; TR-FRET MBNL1-His/biotin-(CUG)12 binding, 665/545 ratio; Potency, µM (top dose mostly 57.5 µM), without a hit: at the top dose activity change, negative = inhibition, usual class: inhibitors; 280,000 tested, 0.036% active; AID 2675, 2010; active = well fitted inhibition curve with a large enough effect in the signal ratio, with a control signal flat, not every such curve was filed as active; inconclusive = small, poorly fitted or top-dose-only effect, or effect the other way, or a change in a side signal; inactive = no such curve, though single readings can be large or run the other way; the % refers to the signal ratio; note: potency is the fitted concentration of half-maximal effect; % is set by controls: 0 for no effect and ±100 for the full control effect
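Inhibition of protein-RNA binding appears as loss of TR-FRET between terbium anti-His antibody on MBNL1-His and streptavidin-XL665 on biotin-(CUG)12. Activity is normalized to buffer-only and uninhibited-complex controls.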
KCNH2 3.1 inh: qHTS for Inhibitors of KCHN2 3.1: Mutant qHTS | Potassium voltage-gated channel subfamily H member 2, brain isoform KCNH2 3.1 (human) | U2OS KCNH2 3.1, thallium flux FluxOr; hits give low values | activity change, % (tested at about 1.8 µM) | 340,000 tested, 0.95% active;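 active = maximum activity change below -70%; inconclusive = maximum activity change from -70% to -50%; inactive = maximum activity change above -50%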;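 note: thallium influx rate constant from kinetic fluorescence after stimulation buffer; % is set by controls: 0 for no effect and ±100 for the full control effect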
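Virally transduced U2OS (3.1 isoform, 4 h infection in dark at RT) → overnight 37 C → FluxOr + Red40 in HBSS/HEPES, 45 min → stimulation buffer, 2 min kinetic read → rate constant vs DMSO controls.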
GALK inhibitor: qHTS Assay for Inhibitors of Human Galactokinase (GALK); P51570; Purified GALK, Kinase-Glo residual ATP luminescence; Potency, µM (highest dose often 57.5 µM), for inactives: at the highest dose activity change, negative = inhibition, actives largely listed as inhibitors; 270,000 tested, 0.007% active; note: potency is the fitted concentration of half-maximal effect; % is set by controls: 0 for no effect and ±100 for the full control effect
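5 nM enzyme, 35 uM ATP, 100 uM galactose, 20 mM HEPES pH8.0, 5 mM MgCl2; 1 h RT; residual ATP by Kinase-Glo Plus luminescence, qHTS format.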
A-T KAP1 phos: qHTS Assay for Identifying a Potential Treatment of Ataxia-Telangiectasia. […] A-T fibroblasts, KAP-1 phosphorylation AlphaLISA; neocarzinostatin DNA damage 30 min before lysis. Potency, µM (highest dose often 57.5 µM), for the others: at the highest dose activation, most hits filed as activators. 320,000 tested, 0.19% active. AID 485349, 2010; note: potency is the fitted concentration of half-maximal effect; % of control where 0% means no effect; nearly all actives have a fitted effect of over 45% in size
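hTERT-immortalized A-T patient fibroblasts ([…]), 500 cells/well in OPTI-MEM, 1% FBS, got compounds for 60 min, then NCS for 30 min at 37C. Lysates were then assayed for phospho-KAP-1 by AlphaLISA (anti-pKAP1 donor, anti-KAP1 acceptor beads), 6 hr at 25C.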
FBPA coupling cs: qHTS Assay for Inhibitors of Fructose-1,6-bisphosphate Aldolase from Giardia Lamblia: Coupling assay counterscreen | activity change, negative = inhibition, % at 58.2 µM, hits read low | 290,000 tested, 0.67% active | coupling enzyme system counterscreen, AmpLite Red fluorescence; in the data active = activity change below about -30%; note: % is set by controls: 0 for no effect and ±100 for the full control effect
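Compounds tested against the coupling enzymes alone at 57.5 uM final; readout was AmpLite Red fluorescence (525/598 nm) after 20 min at RT.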
a7 integrin act: qHTS for Activators of Integrin-Mediated Alleviation for Muscular Dystrophy. alpha7betagal myoblasts, beta-gal FDG fluorescence, 48 h. Potency, µM (series often up to 38.3 µM), for inactives: at the top dose activation, most hits filed as activators. 350,000 tested, 0.064% active. AID 624291, 2012;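 note: potency is the fitted concentration of half-maximal effect; 100% = response of the positive control SU9516; nearly all actives have a fitted effect of over 60% in size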
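alpha7betagal+/- myoblasts (passage 13, 250/well) treated 48 h at 37C with compounds at 1:260 dilution of DMSO stock. Lysed, then beta-galactosidase activity read as FDG fluorescence (ex 480/em 540) after 30 min, with pre-read for autofluorescence.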
ASM inhibitor: Inhibitors of Secretory Acid Sphingomyelinase (S-ASM): qHTS. placental ASM, HMU-PC fluorogenic substrate, 60 min. Potency, µM (doses to about 57.5 µM), for inactives: top-dose activity change, negative = inhibition, usual class: inhibitors. 340,000 tested, 0.006% active. AID 504937, 2011; note: potency is the fitted concentration of half-maximal effect
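Fluorescence read-out (Ex 386 nm, Em 447 nm) after stopping the reaction at pH 10. Enzyme: ASM from human placenta; substrate HMU-PC0, 9 uM final; 60 min, 37 °C. Compound preincubation 10 min, ambient temperature.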
TRPV1 ag: HTS Assay for Compounds that Act as Agonists of the Vanilloid Receptor 1; activation, % at 8.33 µM; 320,000 tested, 0.19% active; TRPV1-expressing cells, Fluo-8 calcium influx, agonist mode; Transient receptor potential cation channel subfamily V member 1 (Homo sapiens), Q8NER1; in the data active = activation above about 80%; inconclusive = between about 30% and that limit; note: 0% is about no effect
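Fluo-8 calcium influx in TRPV1-expressing cells, kinetic read (ex 480/em 520 nm). Compound added and read 3 min for agonist activity, followed by capsaicin at EC20 final and 2 min further read for enhancement.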
Active calls of the source: *; ? = inconclusive; nt = no result given; [ ] = dose if it differs, or a comment. Unless noted, calls come from the whole dose curve; as a rule, active = well fitted curve in the direction sought with a large enough effect; inconclusive = small, poorly fitted or top-dose-only effect, or another doubt; inactive = no such curve, though single readings can be large; an effect the other way counts as inactive or inconclusive.

no.	SMILES	hERG WT inh	MLL CXXC-DNA inh	MBNL1-CUG inh	KCNH2 3.1 inh	GALK inhibitor	A-T KAP1 phos	FBPA coupling cs	a7 integrin act	ASM inhibitor	TRPV1 ag
1	Cc1ccc(S(=O)(=O)C2C(=O)N(C)C3(C)CC2c2ccccc2O3)cc1 (stereo not drawn)	19	8%	-4%	1	0%	4%	-4	6%	6%	13
2	CCCCCCOc1ccc(N2C(=O)CC(N3CCN(C(=O)c4ccco4)CC3)C2=O)cc1 (stereo not drawn)	-2	11%	-9%	-13	-1%	-3%	0	-16%	-10%	27
3	Cc1ccc(-c2cc(C(=O)NCCCN3CCOCC3)c3ccccc3n2)cc1C	0	2%	11%	13	-4%	0%	-2	25%	-4%	-1
4	Cc1ccccc1NS(=O)(=O)c1cc(C(N)=O)ccc1C	5	-1%	-1%	-1	0%	4%	0	11%	2%	11
5	CCOC(=O)C1CCN(C(=O)C2CCN(C(=O)c3ccc([N+](=O)[O-])cc3)CC2)CC1	25	?	?	9	-4%	4%	0	13%	-2%	-6
6	Cc1ccsc1/C=N/Nc1ccc(F)cc1F	-7	32%	-2%	-12	0%	4%	1	?	-6%	12
7	O=C(COc1ccccc1[N+](=O)[O-])NCc1cccnc1	-8	6%	18%	-4	1%	3%	3	16%	5%	0
8	O=C(OCc1ccc2c(c1)OCO2)c1ccc(S(=O)(=O)N2CCCCC2)cc1	3	13%	5%	5	0%	-7%	-2	0%	0%	8
9	COc1ccc(/C=C2/C(=O)N(c3cccc(F)c3)N=C2C)c(OC)c1	3	?	-10%	-10	3%	-1%	0	14%	-8%	-1
10	CSC1=C(C#N)C(c2ccncc2)C(C(=O)Nc2ccccc2)=C(C)N1 (stereo not drawn)	0	-25%	-2%	4	-2%	2%	-1	0%	11%	0
11	CC(O)(C#CCN1CCOCC1)c1ccccc1 (stereo not drawn)	-9	2%	-4%	-3	2%	2%	4	-6%	5%	0
12	C/C(=N/NC(=O)c1ccccc1)c1ccc(NC(=O)C(F)(F)F)cc1	-21	-3%	0%	6	1%	0%	2	-14%	0%	0
13	CN(CCC1CCOCC1)C(=O)CC1C(=O)NCCN1CC1CCCCC1 (stereo not drawn)	-7	2%	6%	2	13%	2%	-6	-18%	57%[activator]	-2
14	O=C(Nc1ccc(Cc2ccncc2)cc1)c1ccc(N2CCOCC2)c([N+](=O)[O-])c1	4	20%	?	4	2%	-2%	-1	14%	-3%	?
15	CCn1c(NCc2cccc(OC)c2OC)nc2ccccc21	1	0%	-13%	-6	1%	-1%	3	0%	4%	3
16	CC1CCCC(C)N1/N=C/c1cc(Br)c(O)c(Br)c1 (stereo not drawn)	nt	27%	-5%	nt	2%	2%	1	nt	nt	4
17	CCN(CC(=O)NCc1cccs1)C(=O)c1ccccc1Cl	3	5%	-6%	14	6%	0%	3	4%	0%	-3
18	CN1CCN(c2ccccc2NC(=O)c2ccc(-c3ccccc3)cc2)CC1	18	6%	-2%	-23	1%	4%	-1	-42%	-7%	9
19	Cc1ccc(N(CC(=O)NC2CC3CCC2C3)S(C)(=O)=O)cc1C (stereo not drawn)	-7	-11%	-3%	3	-2%	?	0	4%	0%	nt
20	CN(CC(=O)Nc1ccccc1Cl)C(=O)c1cc(=O)[nH]c2ccccc12	4	-9%	-2%	5	4%	-27%	6	6%	5%	1
21	COc1ccccc1-c1nn(-c2ccccc2)cc1C(=O)N1CCN(C(=O)c2ccco2)CC1	-6	nt	nt	7	nt	12%	nt	25%	-1%	-2
22	COc1ccc(S(=O)(=O)Cc2ccc(C(=O)NC3CCCCC3)o2)cc1	10	35%[activator]	2%	1	-3%	3%	nt	7%	-3%	-1
23	CC(Sc1nncn1C)C(=O)Nc1ccccc1-c1ccccc1 (stereo not drawn)	-3	-1%	0%	8	-2%	8%	1	?	-1%	-6
24	COc1cccc(OCC(=O)NNC(=O)C(=O)Nc2cccc(C)c2)c1	-19	-12%	-8%	16	7%	3%	nt	?	0%	-3
25	CCCC[C@@H]1CN=C(N)N1CCc1cccc(F)c1	-2	nt	nt	18	nt	nt	nt	0%	2%	nt
26	COc1ccc(/C=C/C(=O)NCCSCc2ccco2)cc1	57	-7%	?	-14	-4%	0%	-1	-3%	-1%	16
27	CCOc1cc2[nH]c(=O)n(CCC(=O)NCc3ccc(OC)cc3)c(=O)c2cc1OCC	3	12%	-5%	-7	1%	3%	5	5%	1%	-2
28	CCOC(=O)Nc1ccc2c(CN3CCN(S(=O)(=O)c4ccccc4F)CC3)cc(=O)oc2c1	-7	nt	nt	-14	nt	6%	nt	15%	1%	-2
29	COC(=O)c1ccc(CSc2ncnc3c2nnn3-c2ccc(F)cc2)o1	6	11%	1%	-2	-1%	1%	0	-26%	-9%	11
30	CC1CCc2sc(C(=O)OCC(=O)NCc3ccc(F)cc3)cc2C1 (stereo not drawn)	-7	?	3%	-5	0%	-3%	2	-7%	2%	20

(further entries)
no.	SMILES	hERG WT inh	MLL CXXC-DNA inh	MBNL1-CUG inh	KCNH2 3.1 inh	GALK inhibitor	A-T KAP1 phos	FBPA coupling cs	a7 integrin act	ASM inhibitor	TRPV1 ag
31	COc1ccc(CCNC(=O)CSc2nc3[nH]ncc3c(=O)n2-c2ccccc2Br)cc1OC	4	0%	-7%	-4	1%	-2%	-1	-23%	0%	2
32	COc1cc(/C=C(\CC(=O)O)c2nc3ccccc3s2)ccc1OCC(=O)Nc1ccccc1F	-1	nt	nt	-22	nt	nt	nt	2%	29%	nt
33	O=C(c1ccccc1F)N1CCN(c2ccc([N+](=O)[O-])c(NCc3cccnc3)c2)CC1	4	-6%	nt	3	0%	-13%	1	3%	-9%	nt
34	Cc1ccc(S(=O)(=O)N2[C@@H](c3ccccc3)C(C(=O)O)=CC[C@H]2c2ccc3c(c2)OCO3)cc1	?	nt	nt	25	nt	5%	nt	-2%	5%	3
35	NC1=NC(=O)/C(=C/c2cccc(F)c2)S1	2	0%	15%	7	nt	-11%	2	-9%	-1%	-8
36	O=C(O)CN(c1ccccn1)S(=O)(=O)c1ccc(Cl)cc1	-2	9%	-4%	7	-2%	0%	2	-1%	2%	-3
37	COc1ccc(CC(=O)Nc2cc(S(=O)(=O)N3CCOCC3)ccc2N2CCOCC2)cc1OC	11	nt	nt	-19	nt	nt	nt	-32%[inhibitor]	1%	nt
38	O=C(c1cccs1)N1CCN(S(=O)(=O)c2cccs2)CC1	9	3%	-3%	12	8%	16%	5	21%	-1%	1
39	O=C(NCCO)c1ccc2c3n(nc2c1)-c1ccc(Cl)cc1CO3	5	2%	?	-8	1%	6%	-2	4%	6%	7
40	COc1ccc(C2C(C(=O)NCCN(C)C)c3cc(OC)c(OC)cc3C(=O)N2C)cc1OC (stereo not drawn)	1	6%	-2%	-4	0%	1%	0	2%	5%	-2
41	CN1C(=O)CC(N2CCN(Cc3ccc(Cl)cc3)CC2)C1=O (stereo not drawn)	-9	4%	-4%	9	0%	0%	-1	-2%	2%	-1
42	NS(=O)(=O)c1ccc(Sc2ccccn2)c([N+](=O)[O-])c1	-5	-5%	?	-14	0%	0%	0	-2%	0%	-4
43	CS(=O)(=O)N(CC(=O)N1CCN(c2ccccc2F)CC1)C1CCCCC1	-24	-5%	-6%	8	1%	3%	-4	-4%	3%	-1
44	Cc1ccc(CN2CCNC(=O)C2CC(=O)NCCCn2ncc3ccccc32)o1 (stereo not drawn)	5	-12%	5%	-8	-1%	-3%	-1	-11%	1%	1
45	c1ccc2[nH]c(NCc3ccc4c(c3)OCO4)nc2c1	-126*	-2%	-8%	-11	1%	5%	3	-11%	2%	5
46	O=C(Nc1ccccc1N1CCOCC1)c1ccc2ccccc2c1	-7	5%	8%	-5	7%	6%	-2	?	-2%	24
47	O=c1c2ccccc2[nH]c(=S)n1CCCN1CCOCC1	5	2%	4%	-3	0%	1%	0	-2%	3%	-1
48	CC(C)Cc1ccc(/C(=N/O)C(=O)O)s1	-10	-11%	0%	4	5%	2%	1	20%	4%	-2
49	Cc1ccc(C(=O)N2CCCC(Nc3ccc(C)c(C)c3)C2)c(=O)[nH]1 (stereo not drawn)	10	nt	nt	5	nt	nt	nt	24%	3%	nt
50	COC(=O)c1ccc2nc(NC(=O)COC(=O)CSc3nc(C)cc(C)n3)sc2c1	7	-2%	9%	5	1%	-1%	0	17%	-7%	3

Screening results: PubChem, National Center for Advancing Translational Sciences (NCATS)
